# Screening results (PubChem)
# GRIN3A LBD mod: NR3A (human) ligand-binding domain modulation | NR3A LBD differential scanning fluorimetry, Tm shift; 0% = protein alone, 100% = glycine-bound protein | Tm shift relative to glycine control, % at 25 µM | 2.5% of 340,000 active | AID 1259313;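 active = melting temperature shift of at least 10% of the positive control shift, at one fixed dose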
# MPTP inh: blocks calcium-induced mitochondrial swelling | isolated mouse mitochondria, Ca2+ swelling absorbance, 30 min | inhibition, % at 10 µM | 1.4% of 360,000 active;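 active = inhibition of 50% or more, scaled per plate between neutral and stimulator controls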;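 also: 0% = DMSO wells given calcium and 100% = 1 mM EGTA wells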
# SENP8 inh: SENP8 (human) protease inhibition. AID 602440. inhibition, % at 20 µM. 0.64% of 360,000 active. recombinant SENP8, Nedd8 substrate fluorescence; in the data active = inhibition mostly above about 40%, no sharp cut-off; inactive = mostly below about 27%
# Target sequence (Q96LD8 whole entry, looked up): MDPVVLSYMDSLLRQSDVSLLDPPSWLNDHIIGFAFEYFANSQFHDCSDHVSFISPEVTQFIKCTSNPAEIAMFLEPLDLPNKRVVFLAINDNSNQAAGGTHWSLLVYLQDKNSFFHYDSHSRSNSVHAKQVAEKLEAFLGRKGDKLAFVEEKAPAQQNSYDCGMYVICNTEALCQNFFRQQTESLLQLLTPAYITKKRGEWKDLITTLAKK
# ATG4B inhibitor: blocks human ATG4B protease cleavage of LC3 substrate | ATG4B cleavage of LC3-PLA2, NBD-HPC fluorescence, 1 h | 0.51% of 340,000 active | inhibition, % at 8.33 µM | Q9Y4P1; in the data active = inhibition above about 40%
# Target sequence (Q9Y4P1 whole entry, looked up): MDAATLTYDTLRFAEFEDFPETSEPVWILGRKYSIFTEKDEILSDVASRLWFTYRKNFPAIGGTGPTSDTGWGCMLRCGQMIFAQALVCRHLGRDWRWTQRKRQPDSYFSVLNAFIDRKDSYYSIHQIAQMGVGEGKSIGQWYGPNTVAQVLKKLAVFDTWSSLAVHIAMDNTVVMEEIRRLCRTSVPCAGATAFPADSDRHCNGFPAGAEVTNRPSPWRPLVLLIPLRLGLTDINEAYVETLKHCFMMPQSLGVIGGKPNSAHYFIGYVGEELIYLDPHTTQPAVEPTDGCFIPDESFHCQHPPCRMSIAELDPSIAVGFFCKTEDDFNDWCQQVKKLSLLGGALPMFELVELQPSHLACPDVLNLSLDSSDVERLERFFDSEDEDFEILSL
# hIAP activ: increases human intestinal alkaline phosphatase activity. activation factor at 10 µM. P09923. 0.16% of 330,000 active. AID 2524. purified human IAP, CDP-Star luminescence, 30 min; active compounds read high; 1 = vehicle-only enzyme, 0 = enzyme-free background;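 active = activation factor of the enzyme at least 2-fold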; also: the source names both 10 and 20 µM as test concentration; values of inactives mirror those of a sister screen read the other way
# SENP6 block: inhibitors of human SENP6 protease | Q9GZR1 | Recombinant SENP6 catalytic domain, aminoluciferin luminescence | inhibition, % at 10 µM | AID 2599 | 1.8% of 330,000 active;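 active = inhibition above about 50% at the single tested dose, limit read from the data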;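 also: plate controls were DMSO wells with enzyme for no effect and DMSO wells lacking enzyme for full effect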
# PfGluPho inh: PfG6PD (Plasmodium falciparum) enzyme inhibition; AID 504690; PfGluPho enzyme, NADPH resazurin-diaphorase fluorescence; inhibition, % at 20 µM; 0.78% of 350,000 active;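 active = inhibition reaching at least a set limit at 20 µM in the primary screen, cut at about 59% in these data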;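 also: 0% = DMSO wells with substrate and 100% = DMSO wells lacking glucose-6-phosphate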
# SENP1 inh: SENP1 (human) catalytic domain inhibition; Q9P0U3; recombinant SENP1 catalytic domain, CyPet-SUMO1-YPet FRET cleavage; inhibition, % at 10 µM; 0.21% of 360,000 active; AID 624204;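 active = inhibition at least 30% at 10 µM, raw YFP signal under a set limit, fluorescence ratio 0.5 to 1.5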;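 also: 0% = enzyme with DMSO and 100% = no enzyme wells; some results filed as inactive read as strong as hits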
# Target sequence (Q9P0U3 419-644 limits assumed): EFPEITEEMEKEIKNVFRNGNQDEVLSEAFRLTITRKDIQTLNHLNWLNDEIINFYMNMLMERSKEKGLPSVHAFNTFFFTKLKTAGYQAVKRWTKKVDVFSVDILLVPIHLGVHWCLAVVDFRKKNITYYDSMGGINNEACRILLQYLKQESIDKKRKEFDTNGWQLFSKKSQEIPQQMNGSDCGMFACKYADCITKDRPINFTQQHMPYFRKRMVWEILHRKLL
#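 System: Recombinant human SENP1 catalytic domain, His6-tagged | Incubation: Enzyme reaction for 50 min at room temperature, dark | Medium: Tris pH 8 with BME, BSA, NP40 and catalase | Also added: 25 nM SUMO1 FRET substrate | Compound: 10 µM single point, 0.5% DMSO | Measured by: FRET fluorescence in CFP and YFP emission channels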
# * hit, by the source's call; x = not tested or not shown.
(1) Cc1ccc(NC(=S)N(CCCN(C)C)Cc2cc3cc4c(cc3[nH]c2=O)OCO4)cc1
(2) COC(=O)[C@H](c1ccccc1Cl)N1CCc2sccc2C1
(3) Fc1cccc(Cl)c1CNCc1cccnc1
(4) CCOc1ccc(Oc2ccccc2NC(=O)CCc2nc3ccccc3c(=O)[nH]2)cc1
(5) Cc1ccnc2nc(C(=O)OCC(=O)N3CC(C)CC(C)C3)nn12 (configuration not stated)
(6) CC(C)(C)c1ccc(S(=O)(=O)NNC(=O)c2cc3ccccc3[nH]2)cc1
(7) CCCn1c(N)c(N(CCOC)C(=O)c2ccc(Cl)c([N+](=O)[O-])c2)c(=O)[nH]c1=O
(8) COC(=O)C[C@H]1C[C@@H]2c3cc(NC(=O)Nc4ccccc4)ccc3O[C@@H]2[C@@H](CO)O1
screen / no. | 1 | 2 | 3 | 4 | 5 | 6 | 7 | 8
SENP8 inh | -352 | 1 | 2 | -1 | 6 | -98 | 4 | 0
hIAP activ | 1 | 0.84 | 1 | x | 1 | 0.91 | 0.79 | x
ATG4B inhibitor | 1 | 2 | 5 | x | -2 | -7 | 9 | x
MPTP inh | -3.3 | 3.7 | -1.2 | 0.4 | 0.3 | 2.2 | 3.9 | -1.2
SENP6 block | -10 | -5 | 15 | x | 4 | 24 | -4 | x
GRIN3A LBD mod | 1 | 3 | 1 | x | -1 | -12 | -1 | x
PfGluPho inh | -5 | 6 | -6 | 8 | -6 | -9 | -21 | -8
SENP1 inh | 2 | 1 | 2 | -1 | 1 | 0 | -1 | 0

(9) CC(=O)c1cccc(NS(=O)(=O)c2c(C)noc2C)c1
(10) CN(CC(=O)NCc1ccncc1)S(=O)(=O)c1ccc2ccccc2c1
(11) Cc1ccc(C(=O)CCC(=O)Nc2cccnc2)cc1C
(12) CCCc1ccc2oc(C(=O)NCCN3CCCC(O)C3)c(C)c2c1 (configuration not stated)
(13) Cc1ccc(C(=O)c2ccccc2C(=O)OCC(=O)Nc2ccc(SC(F)F)cc2)cc1
(14) CC(NC(=O)c1ccco1)C(=O)N(C)Cc1ccc(C(F)(F)F)cc1 (configuration not stated)
(15) COC(=O)[C@@]1(Cc2ccc(F)cc2)[C@@H]2[C@@H](CC(=O)[C@H]2CC(=O)C(=O)N(C)C)CN1C(=O)c1ccccc1
(16) CCCN1CCN(C(=O)Cn2cnc3sc(C)c(S(=O)(=O)N4CCC(C)CC4)c3c2=O)CC1
screen / no. | 9 | 10 | 11 | 12 | 13 | 14 | 15 | 16
SENP8 inh | 16 | -67 | 6 | -14 | 7 | 13 | 12 | 13
hIAP activ | 1.1 | 0.91 | 0.99 | 1.1 | 0.7 | 0.97 | 0.91 | 1.1
ATG4B inhibitor | -8 | 7 | 0 | -4 | -15 | -8 | -4 | -5
MPTP inh | -1.5 | -0.7 | 0.6 | 0.1 | 2.0 | -0.4 | 0.9 | -1.5
SENP6 block | -14 | 6 | -4 | -5 | -5 | 11 | -20 | -10
GRIN3A LBD mod | -3 | 0 | 0 | 2 | -486 | 0 | 0 | 0
PfGluPho inh | -10 | 6 | -8 | 11 | 26 | 9 | 5 | -12
SENP1 inh | 1 | 2 | 2 | -10 | -7 | 0 | 2 | 2

(17) Cc1nnc(SCC(=O)N(CC(C)C)c2c(N)n(CC(C)C)c(=O)[nH]c2=O)n1-c1ccccc1
(18) CC(C)CCN(C(=O)c1ccncc1)c1c(N)n(Cc2ccccc2)c(=O)[nH]c1=O
(19) Cc1ccccc1NC(=O)CC1C(=O)Nc2ccccc2N1CC(=O)N(C)C1CCS(=O)(=O)C1 (configuration not stated)
(20) O=C(O)C1(c2ccccc2)CCN(S(=O)(=O)c2ccc(Cl)s2)CC1
(21) Cc1ccccc1C(=O)NC(CC(C)C)C(=O)NN1C(=O)c2ccccc2C1=O (configuration not stated)
(22) O=C(c1cccc(N2CCCC2=O)c1)N1CCN(c2cccc(Cl)c2)CC1
(23) O=C(NNC(=O)c1ccc2c(=O)n3c(nc2c1)CCC3)c1cccc(Cl)c1
(24) CCc1cccc(CC)c1N1C(=O)c2cc(N3CCOCC3)c([N+](=O)[O-])cc2C1=O
screen / no. | 17 | 18 | 19 | 20 | 21 | 22 | 23 | 24
SENP8 inh | -3 | -44 | -255 | 25 | 5 | 2 | -123 | 15
hIAP activ | 1 | 0.91 | 0.9 | 0.89 | 1.1 | 1.1 | 1.7 | 0.88
ATG4B inhibitor | 1 | -8 | -64 | 2 | 4 | -1 | 0 | -4
MPTP inh | -0.4 | -1.8 | -1.2 | 0.7 | 1.4 | 0.3 | 0.4 | 2.5
SENP6 block | 6 | 5 | -15 | -23 | -26 | -6 | -15 | -3
GRIN3A LBD mod | -5 | 0 | 3 | -1 | 3 | -1 | 0 | 2
PfGluPho inh | 33 | 4 | -5 | -18 | -27 | -6 | -26 | -2
SENP1 inh | -4 | -10 | -121 | -1 | 0 | 1 | 2 | 4

(25) COc1nc(-c2ccccc2)c2cc(Br)ccc2n1
(26) O=C(CCC1CCCN(c2ncccn2)C1)NCc1ccc(F)c(F)c1 (configuration not stated)
(27) Nc1cc(=O)[nH]c(SCC(=O)Nc2ccc3c(c2)CCC3)n1
(28) C/C(=N\NC(=O)CN1CCCCC1)c1ccccc1O
(29) CCOC(=O)c1nnc(-c2ccccc2)nc1Sc1c(Cl)cccc1Cl
(30) CC(C)N(C(=O)[C@H]1CC(CC(=O)NCC23CC4CC(CC(C4)C2)C3)C(=O)N2CCc3c([nH]c4ccccc34)[C@]12C)C(C)C (some centres not stated)
(31) O=C(NCc1ccccn1)c1ccc(Cl)c(S(=O)(=O)NCc2ccccc2)c1
(32) CCC(C)NCCCCOc1ccc(Br)cc1 (configuration not stated)
screen / no. | 25 | 26 | 27 | 28 | 29 | 30 | 31 | 32
SENP8 inh | -237 | -70 | 17 | 15 | 18 | 8 | 4 | 9
hIAP activ | 0.87 | 0.92 | 1 | 1.2 | 1.3 | 1 | 1 | 1.1
ATG4B inhibitor | -4 | -12 | -3 | -6 | 0 | -8 | 5 | 8
MPTP inh | 0.4 | 1.7 | 0.4 | 0.0 | -1.0 | -1.9 | -0.9 | 1.2
SENP6 block | -1 | -4 | 13 | 7 | -8 | -9 | 7 | 0
GRIN3A LBD mod | -3 | -1 | -3 | 1 | 2 | 0 | -2 | -4
PfGluPho inh | -18 | -5 | -20 | -30 | 23 | 27 | -3 | -11
SENP1 inh | -2 | 2 | 0 | 0 | 0 | 1 | -2 | 1

# Among those listed so far, these have sulfur.
(1) Cc1ccc(NC(=S)N(CCCN(C)C)Cc2cc3cc4c(cc3[nH]c2=O)OCO4)cc1
(2) COC(=O)[C@H](c1ccccc1Cl)N1CCc2sccc2C1
(6) CC(C)(C)c1ccc(S(=O)(=O)NNC(=O)c2cc3ccccc3[nH]2)cc1
(9) CC(=O)c1cccc(NS(=O)(=O)c2c(C)noc2C)c1
(10) CN(CC(=O)NCc1ccncc1)S(=O)(=O)c1ccc2ccccc2c1
(13) Cc1ccc(C(=O)c2ccccc2C(=O)OCC(=O)Nc2ccc(SC(F)F)cc2)cc1
(16) CCCN1CCN(C(=O)Cn2cnc3sc(C)c(S(=O)(=O)N4CCC(C)CC4)c3c2=O)CC1
(17) Cc1nnc(SCC(=O)N(CC(C)C)c2c(N)n(CC(C)C)c(=O)[nH]c2=O)n1-c1ccccc1
(19) Cc1ccccc1NC(=O)CC1C(=O)Nc2ccccc2N1CC(=O)N(C)C1CCS(=O)(=O)C1 (configuration not stated)
(20) O=C(O)C1(c2ccccc2)CCN(S(=O)(=O)c2ccc(Cl)s2)CC1
screen / no. | 1 | 2 | 6 | 9 | 10 | 13 | 16 | 17 | 19 | 20
SENP8 inh | -352 | 1 | -98 | 16 | -67 | 7 | 13 | -3 | -255 | 25
hIAP activ | 1 | 0.84 | 0.91 | 1.1 | 0.91 | 0.7 | 1.1 | 1 | 0.9 | 0.89
ATG4B inhibitor | 1 | 2 | -7 | -8 | 7 | -15 | -5 | 1 | -64 | 2
MPTP inh | -3.3 | 3.7 | 2.2 | -1.5 | -0.7 | 2.0 | -1.5 | -0.4 | -1.2 | 0.7
SENP6 block | -10 | -5 | 24 | -14 | 6 | -5 | -10 | 6 | -15 | -23
GRIN3A LBD mod | 1 | 3 | -12 | -3 | 0 | -486 | 0 | -5 | 3 | -1
PfGluPho inh | -5 | 6 | -9 | -10 | 6 | 26 | -12 | 33 | -5 | -18
SENP1 inh | 2 | 1 | 0 | 1 | 2 | -7 | 2 | -4 | -121 | -1

(27) Nc1cc(=O)[nH]c(SCC(=O)Nc2ccc3c(c2)CCC3)n1
(29) CCOC(=O)c1nnc(-c2ccccc2)nc1Sc1c(Cl)cccc1Cl
(31) O=C(NCc1ccccn1)c1ccc(Cl)c(S(=O)(=O)NCc2ccccc2)c1
screen / no. | 27 | 29 | 31
SENP8 inh | 17 | 18 | 4
hIAP activ | 1 | 1.3 | 1
ATG4B inhibitor | -3 | 0 | 5
MPTP inh | 0.4 | -1.0 | -0.9
SENP6 block | 13 | -8 | 7
GRIN3A LBD mod | -3 | 2 | -2
PfGluPho inh | -20 | 23 | -3
SENP1 inh | 0 | 0 | -2
